telomere uncapping – survival after telomere uncapping, modulators, primary screen, cell-based (AID 1259312); HCT116 + Ad-hTR-mut, survival, MTT, 5 d; active compounds read high; fold change at 10 µM; 4,500 compounds, 4.5% hits;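 active = cell survival measured by absorbance rises more than 2.5-fold over infected cells without compound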;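 note: virus expresses mutant telomerase RNA that uncaps telomeres and kills cells; compound added 2 days after infection so exposure lasts 3 days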
* marks the source's active call; other numbers are inactive results; i = inactive; + = active, no number. Some of the compounds tested; count on the stated rates, not on these rows.

(1) Cc1cc2c(cc1C)-c1c(ssc1=Nc1ccc(S(N)(=O)=O)cc1)C(C)(C)N2
  telomere uncapping: -1.7

(2) CCCCCCCN=Cc1c(C(F)(F)F)[nH]n(-c2nc3ccccc3s2)c1=O
  telomere uncapping: i

(3) O=[N+]([O-])c1ccc(Nc2ccc(O)cc2)c([N+](=O)[O-])c1
  telomere uncapping: -1.1

(4) O=C(c1cc(F)c(F)cc1Cl)n1cc(Br)cn1
  telomere uncapping: -1.6

(5) COC(=O)Cn1cnc([N+](=O)[O-])n1
  telomere uncapping: -1.1

(6) CC(C)(C)C(=O)C(Oc1ccc(Cl)cc1)n1cnnc1 (stereo not drawn)
  telomere uncapping: 1.1

(7) CCc1cc(C=C(Cl)Cl)oc(=O)c1C
  telomere uncapping: -1.8

(8) CC(C)c1ccc(/C=C2/SC(N3CCOCC3)=NC2=O)cc1
  telomere uncapping: 1.4

(9) Oc1c(Br)cc(Br)cc1/C=N/c1ccccn1
  telomere uncapping: i

(10) CCSc1sc(CC)c(C(=O)O)c1C=O
  telomere uncapping: -1.2

(11) Cc1cccc(C)c1NS(=O)(=O)c1c(C)cc(C)c(-n2cnnn2)c1C
  telomere uncapping: -1.3

(12) COc1ccc(S(=O)(=O)c2ccc(OC)c(OC)c2)cc1OC
  telomere uncapping: -1.2

(13) COc1ccc2nc(N=C(N)N)nc(C)c2c1
  telomere uncapping: 1.8

(14) O=C(NCCN1CCOCC1)C12CC3CC(CC(C3)C1)C2
  telomere uncapping: 1.1

(15) O=c1[nH]c2ccc(S(=O)(=O)N3CCCC3)cc2[nH]1
  telomere uncapping: -1.4

(16) O=[N+]([O-])c1ccc(S(=O)(=O)N2CCOCC2)cc1
  telomere uncapping: 2.5

(17) O=S(=O)(Nc1ccc(Br)cc1)c1ccccc1
  telomere uncapping: 2.7*

(18) Cc1cc(C(=S)N2CCOCC2)c(C)n1-c1ccc(Cl)c(Cl)c1
  telomere uncapping: -1.2

(19) O=S(=O)(Nc1cccc(F)c1)c1ccc(F)cc1
  telomere uncapping: -1.3

(20) Brc1ccc2nc(-c3ccccc3)cn2c1
  telomere uncapping: -1

(21) NC(=O)c1nc(Cl)c(N)nc1N
  telomere uncapping: -1.2

(22) COc1ccc(N2CCN(S(=O)(=O)c3ccc(Cl)s3)CC2)cc1
  telomere uncapping: 1

(23) O=c1c(O)c(-c2ccc(O)cc2O)oc2cc(O)cc(O)c12
  telomere uncapping: -2.5

(24) Nc1cc(N)nc(SCc2ccccc2)n1
  telomere uncapping: -1.3

(25) N#Cc1c(C(F)(F)F)cc(-c2cccs2)[nH]c1=S
  telomere uncapping: 4.6*

(26) O=C1ON=C(c2cccc(I)c2)/C1=C/c1ccccc1O
  telomere uncapping: i

(27) O=C(Nc1ccc(S(=O)(=O)NCC2CCCO2)cc1)C1CC(=O)N(C2CCCCC2)C1 (stereo not drawn)
  telomere uncapping: 1.2

(28) O=C1/C(=C/c2cccc3c2OCO3)CC/C1=C\c1cccc2c1OCO2
  telomere uncapping: -1.4

(29) O=C(Nc1ccn(C2OC(CO)C(O)C2O)c(=O)n1)c1ccccc1 (stereo not drawn)
  telomere uncapping: -1

(30) Cc1ccc(C2(c3ccc(C)cc3)OC(c3ccccc3Cl)Nc3ccccc32)cc1 (stereo not drawn)
  telomere uncapping: 1

(31) O=C(Cc1cccs1)NCCCn1ccnc1
  telomere uncapping: -1.1

(32) Fc1ccc(-c2csc(N3CCN(c4nc(-c5ccccc5)cs4)CC3)n2)cc1
  telomere uncapping: 1.1

(33) N#C/C(=C/c1cc(Br)c(Br)o1)c1ccccc1
  telomere uncapping: -1.5

(34) Cc1ccc(-c2nnc(CCl)o2)cc1
  telomere uncapping: 1.3

(35) c1ccc(-c2nonc2N=Nc2nonc2-c2ccccc2)cc1
  telomere uncapping: -1.3

(36) CCCC(C)C(=O)NC1CCCCCC1 (stereo not drawn)
  telomere uncapping: -1.4

(37) CC(Sc1ccccn1)c1nc(N)nc(N2CCCc3ccccc32)n1 (stereo not drawn)
  telomere uncapping: -4.9

(38) O=C(O)c1cc(S(=O)(=O)O)ccc1O
  telomere uncapping: -1.1

(39) CN1CCC[C@H]1c1cccnc1
  telomere uncapping: 1.5

(40) CCOC(=O)c1c(N)sc2c1CCN(C(C)=O)C2
  telomere uncapping: -1.3

(41) CCN(C(=O)c1sc(NC(=O)CCl)c(C#N)c1C)C1CCCCC1
  telomere uncapping: -1.2

(42) O=S(=O)(c1ccccc1)N1CCc2ccccc21
  telomere uncapping: -1.2

(43) CCCCNC(=O)C(=O)NCCCn1ccnc1
  telomere uncapping: -3.6

(44) CCSc1nc2ccccc2[nH]1
  telomere uncapping: 1.1

(45) CCCC(=O)Nc1nc(C)c(C(=O)OCC)s1
  telomere uncapping: -2.7

(46) CC(=O)OCC[N+](C)(C)C
  telomere uncapping: -1.3

(47) Clc1cccc(Cl)c1CSc1nc2ccccc2o1
  telomere uncapping: -11

(48) CN(C)CCCNS(=O)(=O)c1cc(Cl)ccc1Cl
  telomere uncapping: 1.3

(49) CCCOc1ccccc1N/C(N)=N/c1nc(C)cc(C)n1
  telomere uncapping: -1.5

(50) O=C(O)c1ccn[nH]1
  telomere uncapping: 3.4*

Among those listed so far, these contain a CF3 group.
(2) CCCCCCCN=Cc1c(C(F)(F)F)[nH]n(-c2nc3ccccc3s2)c1=O
  telomere uncapping: i

(25) N#Cc1c(C(F)(F)F)cc(-c2cccs2)[nH]c1=S
  telomere uncapping: 4.6*

(further entries)
(51) CCn1c(O)c(N=NC(=O)c2nonc2N)c2ccccc21
  telomere uncapping: i

(52) Cc1cccc(-c2cc(=O)c3cc(Br)ccc3o2)c1
  telomere uncapping: 1.1

(53) O=C(O)c1cc2n(n1)C(C(F)(F)F)CC(c1cccs1)N2 (stereo not drawn)
  telomere uncapping: i

(54) c1ccc(Cn2c(SC3CCCCC3)nc3ccccc32)cc1
  telomere uncapping: -1.2

(55) COc1ccc(-n2c(O)c(C3=c4ccccc4=NC3=O)sc2=S)cc1
  telomere uncapping: i

(56) O=C1CC(c2ccccc2)CC2=C1C(c1ccc(OC(F)(F)F)cc1)Nc1ccccc1N2 (stereo not drawn)
  telomere uncapping: -1.1

(57) CN(CC(=O)O)S(=O)(=O)c1ccc2oc3ccccc3c2c1
  telomere uncapping: -1.1

(58) CCOC(=O)C1=C(C)NC2=C(C(=O)CCC2)C1c1ccc(CC)s1 (stereo not drawn)
  telomere uncapping: -1.6

(59) CCOC(=O)c1sc(NC(=O)C(C)(C)C)nc1C
  telomere uncapping: -3.2

(60) O=C(Nc1ccc(I)cc1)C1CCCN1C(=O)c1cccs1 (stereo not drawn)
  telomere uncapping: 1.5

(61) COCC(C)NC(=O)c1cccs1 (stereo not drawn)
  telomere uncapping: -1.2

(62) CCCCCCCCCn1cc[n+](CCCCCCCCC)c1C
  telomere uncapping: -32

(63) O=C1NCCN1C(=O)Nc1cccc(Cl)c1
  telomere uncapping: -2.6

(64) O=C1ON=C(c2ccco2)/C1=C/c1cccc2ccccc12
  telomere uncapping: -1.6

(65) O=S(=O)(NCC1CCCO1)c1ccccc1 (stereo not drawn)
  telomere uncapping: -1.7

(66) O=C(O)CCCSc1nc2ccccc2s1
  telomere uncapping: -1.9

(67) CC(C)=CCC/C(C)=C/COc1c2occc2cc2ccc(=O)oc12
  telomere uncapping: -1

(68) O=C1NC(=S)S/C1=C/c1ccc(-c2ccc3c(c2)C(=O)NC3=O)o1
  telomere uncapping: -1.1

(69) Cc1cc2c(C(C)C)c(O)c(O)c(/C=N\CSN)c2c(O)c1-c1c(C)cc2c(C(C)C)c(O)c(O)c(/C=N\CSN)c2c1O
  telomere uncapping: i

(70) Cc1oc(CSCCSCc2cc(C(=O)O)c(C)o2)cc1C(=O)O
  telomere uncapping: 1.2

(71) Cn1c(-c2ccc(Cl)cc2Cl)n[nH]c1=S
  telomere uncapping: 2.6*

(72) CCCCN1C(=O)/C(=C2/C=Cc3ccccc3N2CC)SC1=S
  telomere uncapping: -1.2

(73) NNC(=S)Nc1ccccc1
  telomere uncapping: 2

(74) Cc1cc(CC(=O)O)n[nH]1
  telomere uncapping: -1.3

(75) CSc1nc2ccc(S(=O)(=O)N(C)C)cc2s1
  telomere uncapping: -1.3

(76) COc1ccc(C2C3=C(Nc4ncnn42)c2ccccc2CC3)cc1OC (stereo not drawn)
  telomere uncapping: i

(77) CC(=O)Nc1ncc(CN2CCC(C)CC2)s1
  telomere uncapping: 1.1

(78) Nc1nc(SCc2ccccc2Cl)ns1
  telomere uncapping: -1.5

(79) CC1CN(C(=O)Cc2cccs2)CC(C)O1 (stereo not drawn)
  telomere uncapping: 1.2

(80) CCCCc1ccc(-c2csc(N)c2C#N)cc1
  telomere uncapping: -1.8

(81) O=C(Nc1ccc(Cl)c(Cl)c1)NC1CCCCC1
  telomere uncapping: -3.9

(82) O=C1C2C3c4ccccc4C(c4ccccc43)C2C(=O)N1c1ccc2ccccc2c1 (stereo not drawn)
  telomere uncapping: 3.2*

(83) CCC(C)C(NC(C)=O)C(=O)O (stereo not drawn)
  telomere uncapping: 1.3

(84) O=C(O)CCCn1c(O)c(/C=C2/C=c3ccccc3=NC2=O)sc1=S
  telomere uncapping: +

(85) CC(=O)Nc1ccc2nc(SCC(=O)Nc3nccs3)sc2c1
  telomere uncapping: -1

(86) CC(=O)OCC1OC(n2cnc3c(=O)[nH]cnc32)C(OC(C)=O)C1OC(C)=O (stereo not drawn)
  telomere uncapping: i

(87) Nc1cccc2c1C(=O)c1cccc(N)c1C2=O
  telomere uncapping: -1.6

(88) Clc1ccc(-c2ncc(-c3ccc(Br)s3)s2)cc1
  telomere uncapping: -1.3

(89) CCN(CC)CCNc1ccc(Cl)cc1[N+](=O)[O-]
  telomere uncapping: 3*

(90) O=c1[nH]c2ccc([N+](=O)[O-])cc2[nH]1
  telomere uncapping: -1.1

(91) O=S(=O)(Nc1ncccn1)c1ccccc1
  telomere uncapping: -1.1

(92) Nc1nc(C=C(Cl)Cl)cs1
  telomere uncapping: 1.6

(93) O=C(NC12CC3CC(CC(C3)C1)C2)C1CCCN1S(=O)(=O)c1ccccc1 (stereo not drawn)
  telomere uncapping: -1.2

(94) Cn1c(=O)n(C)c2cc(CN3C(=O)c4ccccc4C3=O)ccc21
  telomere uncapping: 1

(95) O=C1CC(c2ccccc2Cl)CC2=C1C(c1cccc(C(F)(F)F)c1)Nc1ccccc1N2 (stereo not drawn)
  telomere uncapping: -1.9

(96) CCSc1sc(C(C)(CC)c2cc(C(C)=O)c(SCC)s2)cc1C(C)=O
  telomere uncapping: -4.3

(97) Clc1ccccc1/C=C/c1nnc(-c2ccccc2Cl)o1
  telomere uncapping: -1

Structures listed so far that contain a carbonyl joined to an NH by a bond outside any ring:
(14) O=C(NCCN1CCOCC1)C12CC3CC(CC(C3)C1)C2
  telomere uncapping: 1.1

(21) NC(=O)c1nc(Cl)c(N)nc1N
  telomere uncapping: -1.2

(27) O=C(Nc1ccc(S(=O)(=O)NCC2CCCO2)cc1)C1CC(=O)N(C2CCCCC2)C1 (stereo not drawn)
  telomere uncapping: 1.2

(29) O=C(Nc1ccn(C2OC(CO)C(O)C2O)c(=O)n1)c1ccccc1 (stereo not drawn)
  telomere uncapping: -1

(31) O=C(Cc1cccs1)NCCCn1ccnc1
  telomere uncapping: -1.1

(36) CCCC(C)C(=O)NC1CCCCCC1 (stereo not drawn)
  telomere uncapping: -1.4

(41) CCN(C(=O)c1sc(NC(=O)CCl)c(C#N)c1C)C1CCCCC1
  telomere uncapping: -1.2

(43) CCCCNC(=O)C(=O)NCCCn1ccnc1
  telomere uncapping: -3.6

(45) CCCC(=O)Nc1nc(C)c(C(=O)OCC)s1
  telomere uncapping: -2.7

(59) CCOC(=O)c1sc(NC(=O)C(C)(C)C)nc1C
  telomere uncapping: -3.2

(60) O=C(Nc1ccc(I)cc1)C1CCCN1C(=O)c1cccs1 (stereo not drawn)
  telomere uncapping: 1.5

(61) COCC(C)NC(=O)c1cccs1 (stereo not drawn)
  telomere uncapping: -1.2

(63) O=C1NCCN1C(=O)Nc1cccc(Cl)c1
  telomere uncapping: -2.6

(77) CC(=O)Nc1ncc(CN2CCC(C)CC2)s1
  telomere uncapping: 1.1

(81) O=C(Nc1ccc(Cl)c(Cl)c1)NC1CCCCC1
  telomere uncapping: -3.9

(83) CCC(C)C(NC(C)=O)C(=O)O (stereo not drawn)
  telomere uncapping: 1.3

(85) CC(=O)Nc1ccc2nc(SCC(=O)Nc3nccs3)sc2c1
  telomere uncapping: -1

(93) O=C(NC12CC3CC(CC(C3)C1)C2)C1CCCN1S(=O)(=O)c1ccccc1 (stereo not drawn)
  telomere uncapping: -1.2

Screen by screen, from the results shown.
telomere uncapping for nos. 76 to 84, in order: i, 1.1, -1.5, 1.2, -1.8, -3.9, 3.2*, 1.3, +

Bioassay records from PubChem BioAssay.
